HRas wt GTP bind: modulators of GTP binding to human HRas wildtype; P01112; GST-Ras wt beads, Bodipy-FL-GTP binding, flow cytometry; actives lie on both sides; GTP binding activity, % at 10 µM; 190,000 tested, 0.14% active; AID 759;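 active = GTP binding activity at least 20% away from the 100% baseline, either lowered as inhibitor or raised as activator; inconclusive = flagged as likely green fluorescent, judged across all proteins in the well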;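 also: 0% = unlabeled GTP competition control and 100% = no-compound control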
Cdc42 wt GTP: changes GTP binding to wildtype human Cdc42. P60953. GST-Cdc42 beads, Bodipy-GTP binding, flow cytometry; actives lie on both sides. percent activity (GTP binding), % at 10 µM. 190,000 tested, 0.2% active. AID 761;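 active = percent activity GTP binding at least 20 points away from the 100% baseline, either down as inhibitor or up as activator; inconclusive = compound flagged as likely green fluorescent from well-wide comparison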;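 also: median bead fluorescence of bound Bodipy-FL-GTP at 100 nM; 0% = excess unlabeled GTP control and 100% = no compound control; below 100% means less GTP binding so inhibitor and above means activator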
Avidin bead fluor: compound fluoresces at 488/530 nm on avidin beads; compound fluorescence 488/530 nm, flow cytometry; hits give high values; fluorescence (KMESF) at 10 µM; 220,000 tested, 0.38% active; in the data active = fluorescence above about 47; also: inactives centre near 10
GSH fluor: compound fluoresces at 488/530 nm on GSH beads; GSH beads flow cytometry, compound fluorescence 488/530 nm; hits give high values; AID 1776; 190,000 tested, 0.25% active; fluorescence (KMESF) at 10 µM; in the data active = fluorescence above about 89;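 also: glutathione beads carrying GST-tagged Bcl family fusion proteins plus one bare bead set; values are compound well signal with DMSO vehicle wells as background; inactives centre near 16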
Pf gametocyte: P. falciparum stage V gametocyte viability inhibition; P. falciparum stage V gametocytes, ATP luminescence, 24 h; inhibition, % at 10.9 µM; 150,000 tested, 0.065% active; AID 743093;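 active = inhibition above the mean plus 3 SD of compounds within the control limits, set per campaign, cut at about 38% in these data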;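 also: 0% = DMSO wells and 100% = medium only without gametocytes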
ABCG2 inh: inhibitors of human ABCG2 transporter, ABCB1 counter-screen; Q9UNQ0; 190,000 tested, 0.1% active; inhibition, % at 6.6 µM; IgMXP3 cells, JC-1 efflux, flow cytometry;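 active = inhibition above 80%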;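 also: 0% = DMSO and 100% = nicardipine control wells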
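Measure – % inhibition of efflux relative to nicardipine and DMSO · Test system – ABCG2 IgMXP3 and barcoded ABCB1 CCRF-Adr cell mix · Control set – nicardipine as high control, DMSO as low control · Compound – one concentration, 6.6 µM final · Signal – flow cytometry of retained JC-1 fluorescence · Timing – 10 min exposure at 25 °C with rotation, no wash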
Rac1 wt modul: alters GTP binding to wildtype human Rac1. GST-Rac1 beads, fluorescent GTP binding, flow cytometry; actives lie on both sides; 0 = cold GTP competed, 100 = untreated. 190,000 tested, 0.27% active. GTP binding activity (% of control), % at 10 µM;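 active = GTP binding activity at least 20 points away from the 100% control level, either lower or higher; inconclusive = compound flagged as likely green fluorescent, judged across all proteins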
Rac1 act GTP bind: human Rac1 activated mutant GTP binding change. P63000. GST-Rac1 activated beads, fluorescent GTP binding, flow cytometry; actives lie on both sides; 100% means binding = to untreated wells. percent activity (GTP binding), % at 10 µM. 190,000 tested, 0.11% active;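 active = GTP binding at least 20 percentage points away from the 100% baseline, in either direction, so actives lie on both sides; inconclusive = Compound likely fluorescent itself, or too few beads counted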
Rab7 wt GTP bind: dog Rab7 wildtype GTP binding, inhibitors and activators; GST-Rab7 beads, fluorescent GTP binding, flow cytometry; actives lie on both sides; untreated = 100%, excess cold GTP = 0%; GTP binding activity (percent of control), % at 10 µM; 190,000 tested, 0.055% active; AID 758;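 active = fluorescent GTP binding to Rab7 beads changed by at least 20 points from the 100% baseline, either direction, mostly lower; inconclusive = compound itself probably fluorescent, or too few beads counted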;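 also: median green fluorescence of bound Bodipy-FL-GTP per Rab7 bead population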
Rab2 wt GTP: changes GTP binding to wildtype dog Rab2A, up or down; P61105; GST-Rab2 wt beads, Bodipy-GTP binding, flow cytometry; GTP binding activity, % at 10 µM; 190,000 tested, 0.19% active; AID 760;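 active = GTP binding activity at least 20 points away from 100%, either lowered or raised; inconclusive = signal likely due to the compound's own green fluorescence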;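 also: 0% = beads with excess unlabeled GTP and 100% = no-compound control corrected for plate trend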
ABCB1 block: blocks JC-1 efflux by human ABCB1 transporter; P08183; CCRF-Adr cells, flow cytometry; inhibition, % at 6.6 µM; 190,000 tested, 0.067% active; in the data active = inhibition above about 40%;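 also: 0% = vehicle and 100% = reference inhibitor; higher value means more JC-1 retained so stronger ABCB1 efflux block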
Target sequence (P08183 whole entry, looked up): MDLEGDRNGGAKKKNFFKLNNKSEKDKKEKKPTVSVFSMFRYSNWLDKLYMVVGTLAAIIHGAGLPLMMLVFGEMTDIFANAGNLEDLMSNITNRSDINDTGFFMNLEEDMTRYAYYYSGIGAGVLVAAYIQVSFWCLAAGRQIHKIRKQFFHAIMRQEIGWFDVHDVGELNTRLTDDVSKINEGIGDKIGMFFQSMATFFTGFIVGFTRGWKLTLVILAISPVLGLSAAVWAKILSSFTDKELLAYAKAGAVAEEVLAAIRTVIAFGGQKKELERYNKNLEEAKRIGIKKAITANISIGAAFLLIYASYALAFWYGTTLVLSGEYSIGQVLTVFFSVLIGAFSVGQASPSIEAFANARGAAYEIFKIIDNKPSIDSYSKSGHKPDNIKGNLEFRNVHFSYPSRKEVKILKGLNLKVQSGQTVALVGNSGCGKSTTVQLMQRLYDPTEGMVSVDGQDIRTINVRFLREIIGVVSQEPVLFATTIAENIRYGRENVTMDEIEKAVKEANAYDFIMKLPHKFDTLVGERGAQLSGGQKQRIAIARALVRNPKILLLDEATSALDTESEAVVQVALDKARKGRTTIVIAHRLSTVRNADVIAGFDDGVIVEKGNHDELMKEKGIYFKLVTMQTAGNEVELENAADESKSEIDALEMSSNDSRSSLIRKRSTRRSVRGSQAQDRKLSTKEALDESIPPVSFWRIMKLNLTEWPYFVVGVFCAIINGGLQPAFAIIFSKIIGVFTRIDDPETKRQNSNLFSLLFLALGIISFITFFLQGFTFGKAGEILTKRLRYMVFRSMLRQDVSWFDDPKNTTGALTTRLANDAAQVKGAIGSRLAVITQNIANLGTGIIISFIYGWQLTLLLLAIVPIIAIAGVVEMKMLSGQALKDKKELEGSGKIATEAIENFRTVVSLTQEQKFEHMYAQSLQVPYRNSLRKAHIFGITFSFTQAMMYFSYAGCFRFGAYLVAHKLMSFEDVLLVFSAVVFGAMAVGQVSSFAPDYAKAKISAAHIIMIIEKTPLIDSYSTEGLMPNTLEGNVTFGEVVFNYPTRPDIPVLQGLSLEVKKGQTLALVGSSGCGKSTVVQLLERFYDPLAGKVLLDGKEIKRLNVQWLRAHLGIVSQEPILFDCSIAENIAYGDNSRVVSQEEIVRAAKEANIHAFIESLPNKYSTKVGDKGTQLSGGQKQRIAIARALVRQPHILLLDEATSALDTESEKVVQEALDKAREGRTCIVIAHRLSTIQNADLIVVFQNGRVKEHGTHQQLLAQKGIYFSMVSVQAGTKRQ
The depositor's hits bear a star; ? = inconclusive; . = not tested or not shown. No enrichment for hits (roughly 1.1% active in at least one column).

SMILES	HRas wt GTP bind	Cdc42 wt GTP	Avidin bead fluor	GSH fluor	Pf gametocyte	ABCG2 inh	Rac1 wt modul	Rac1 act GTP bind	Rab7 wt GTP bind	Rab2 wt GTP	ABCB1 block
COc1ccccc1-n1cc(C(=O)NCC(=O)N2CCN(Cc3ccccc3)CC2)c2ccccc2c1=O	101	98	5	9	23	3	101	99	100	100	1.5
O=C(CCc1nnc(CCc2ccccc2)o1)N1CCCCC1CCn1cccn1 (stereo not given)	97	96	11	8	-5	0	98	96	99	98	0.5
O=C(CNS(=O)(=O)c1ccccc1)OCC(=O)c1cccc([N+](=O)[O-])c1	96	100	14	6	-28	0	100	97	99	96	0.1
CCOc1cccc(CNn2cnnc2)c1OCc1ccccc1	96	97	38	11	-4	1	96	93	95	93	0.3
Cc1cccc(CSc2ccc(-c3ccco3)nn2)c1	101	104	11	20	-1	1	104	98	105	101	-0.1
CN(C)[C@@H]1C(=O)C(C(=O)NCN2CCCC2)=C(O)[C@@]2(O)C(=O)C3=C(O)c4c(O)cccc4[C@@](C)(O)C3CC12 (stereo not given in full)	91	91	-2	9	.	-3	90	90	90	95	-1.9
O=C(NCc1ccccc1)C(c1ccccc1)N(Cc1cccs1)C(=O)c1cnccn1 (stereo not given)	106	105	8	22	13	2	104	103	101	106	0.6
CC(=O)Nc1cn(C(C)=O)c(C)n1	?	?	8	45	.	1	?	?	?	?	0.4
Cc1ccc(/C(O)=C2\C(=O)C(=O)N(CC(C)O)C2c2ccc(N(C)C)cc2)cc1 (stereo not given)	98	96	11	34	.	1	97	91	97	95	0.3
Brc1cccc(-c2nnc3n2CCCCC3)c1	103	104	18	29	14	15	103	99	103	102	1.3
CCC(=O)Nc1ccc(-c2nn3c(C)nnc3s2)cc1C	101	104	13	23	-2	4	100	99	96	102	0.5
CC1CCCCN1S(=O)(=O)c1ccc2c(c1)CCN2C(=O)CCC(=O)O (stereo not given)	102	102	5	14	.	0	110	99	104	104	0.5
COC(=O)c1cc(=O)n(CCc2ccc(OC)c(OC)c2)c(=Nc2ccc(F)c(Cl)c2)s1	96	100	4	21	.	2	98	99	99	100	0.5
O=C(Nc1ccc2c(c1)OCO2)C1CC(c2ccc(F)cc2)=NO1 (stereo not given)	102	103	5	33	.	2	100	98	103	100	0.6
O=C(COc1ccc([N+](=O)[O-])cc1)N/N=C/c1cc([N+](=O)[O-])ccc1N1CCOCC1	99	104	14	20	15	2	105	100	99	99	0.3
COc1ccc(-n2nc(C)cc2N)cc1	96	94	5	8	4	0	95	96	100	95	-0.1
CCOC(=O)c1c(C)[nH]c(C(=O)CSc2nnc(CC(C)c3ccccc3)o2)c1C (stereo not given)	101	102	11	13	20	6	102	100	100	99	0.7
COc1ccc(Br)cc1/C=N/NC(=O)c1cc(Br)ccc1O	91	90	10	20	.	-1	93	89	93	90	-0.3
CCCc1nc(N)nc2c1C(=O)CC(C)(C)C2	102	99	12	52	-10	0	99	98	99	99	0.1
Cn1c(CN2CCCC2)nc2cc(NS(=O)(=O)c3ccc(Cl)cc3)ccc21	103	99	9	16	.	2	107	100	103	103	0.0
O=C(NCc1ccc2c(c1)OCO2)C1CC(=O)N(c2ccc(F)cc2)C1 (stereo not given)	99	97	20	11	23	-1	98	98	103	97	-0.6
COc1ccc(C/C(=N\O)c2ccc(OC)cc2)cc1	99	101	5	16	3	1	102	95	100	101	0.3
Cc1nn(C)c(C)c1S(=O)(=O)N1CCC(CO)(Cc2ccc(Cl)cc2)CC1	97	100	11	23	9	1	99	98	98	97	0.8
Cc1ccc(-n2c(Cc3cccs3)nnc2SCC(=O)Nc2ccc(F)c(F)c2)cc1	102	100	11	33	.	6	103	99	100	99	1.8
O=S(=O)(NCC1CCCO1)c1ccc2c(c1)OCCO2 (stereo not given)	103	102	16	26	.	-1	102	99	101	102	0.4
Cc1ccc(C(=O)N(C)CC(=O)Nc2ccc(F)c(F)c2F)o1	98	106	11	13	13	15	97	100	97	101	-0.2
O=C(Nc1ncnc2sc3c(c12)CCC3)c1ccco1	91	91	8	22	-32	2	90	90	91	91	0.0
CCN(CC)C(=O)c1ccc(COc2ccccc2Br)o1	105	105	9	21	.	7	102	99	106	104	1.5
CNC(=O)NC(=O)CSc1nnc(-c2ccco2)n1Cc1ccccc1	103	104	32	13	.	0	100	100	101	103	0.0
Nc1nc(Cl)cc(N2CCC(c3cc(-c4ccc(Cl)cc4Cl)n[nH]3)CC2)n1	97	98	15	11	8	5	101	97	97	97	0.8
Cn1c(SCC(=O)Nc2cc(S(=O)(=O)N3CCOCC3)ccc2N2CCOCC2)nnc1-c1ccncc1	100	100	6	21	15	16	99	96	110	102	0.9
COC(=O)CNC(=O)COC(=O)/C=C/c1ccccc1[N+](=O)[O-]	93	94	9	14	15	0	98	96	95	95	-0.2
Cc1ccc(CNC(=O)C(NS(=O)(=O)c2ccc3nc(C)sc3c2)C(C)C)cc1 (stereo not given)	94	95	4	21	.	1	98	98	93	91	0.6
CCOC(=O)Nc1ccc2c(c1)Nc1ccccc1S2	101	100	27	23	-11	8	105	98	97	99	-0.5
CCCc1nn2c(=O)c(C(c3ccc(C)cc3)c3c(O)nc4sc(CCC)nn4c3=O)c(O)nc2s1	99	100	16	17	0	5	98	97	98	98	0.5
CCOC(=O)Cc1c(C)nc(N)[nH]c1=O	97	96	10	10	10	0	97	94	103	97	0.1
CC(OC(=O)C1CCC(=O)N1)C(=O)Nc1cc(Cl)cc(Cl)c1 (stereo not given)	101	106	11	11	-2	10	105	98	102	102	0.3
COc1cc(C(=O)NCCC(=O)NC2CCCCCCC2)cc(OC)c1OC	101	103	38	28	-16	4	104	101	102	102	0.6
CCOc1ccc(-n2c(Cc3cc(=O)[nH]c(=O)[nH]3)nnc2SCC(N)=O)cc1	98	101	8	34	13	1	101	99	99	100	-0.2
CC(=O)Nc1ccc(NC(=O)C23CC4CC(C2)CC(n2cnc(Br)n2)(C4)C3)cc1	91	91	7	7	-8	3	91	92	99	94	-0.4
CC(=C/C(=O)O)/C(=C/c1ccccc1)C(=O)O	100	104	7	20	-8	10	101	101	98	100	0.5
COc1cc(CC(=O)OCC(=O)Nc2ccc3c(c2)OCO3)cc(OC)c1OC	97	94	10	15	-14	5	97	94	96	96	0.9
Cc1nn(C(C)c2n[nH]c(=S)n2-c2ccc(F)cc2)c(C)c1[N+](=O)[O-] (stereo not given)	101	101	18	18	-63	1	107	102	98	100	0.2
CN(C(=O)CSc1ncccc1C(=O)O)c1ccccc1	105	106	15	5	-23	0	105	100	109	106	0.1
O=C1c2ccccc2C(=O)N1CCc1nc(-c2ccc(Cl)cc2)no1	101	101	19	11	0	2	101	95	100	100	0.5

Laid out differently: entries from further up.
COC(=O)CNC(=O)COC(=O)/C=C/c1ccccc1[N+](=O)[O-]
  HRas wt GTP bind: 93	Cdc42 wt GTP: 94	Avidin bead fluor: 9	GSH fluor: 14	Pf gametocyte: 15	ABCG2 inh: 0	Rac1 wt modul: 98	Rac1 act GTP bind: 96	Rab7 wt GTP bind: 95	Rab2 wt GTP: 95	ABCB1 block: -0.2
Cc1nn(C(C)c2n[nH]c(=S)n2-c2ccc(F)cc2)c(C)c1[N+](=O)[O-] (stereo not given)
  HRas wt GTP bind: 101	Cdc42 wt GTP: 101	Avidin bead fluor: 18	GSH fluor: 18	Pf gametocyte: -63	ABCG2 inh: 1	Rac1 wt modul: 107	Rac1 act GTP bind: 102	Rab7 wt GTP bind: 98	Rab2 wt GTP: 100	ABCB1 block: 0.2

(more compounds)
SMILES	HRas wt GTP bind	Cdc42 wt GTP	Avidin bead fluor	GSH fluor	Pf gametocyte	ABCG2 inh	Rac1 wt modul	Rac1 act GTP bind	Rab7 wt GTP bind	Rab2 wt GTP	ABCB1 block
COC(=O)c1cc(C(=O)OC)cc(S(=O)(=O)Nc2ccc(Cl)c(N)c2)c1	102	103	12	21	.	-1	101	99	104	101	-2.6
O=C(Cn1ncc2c(=O)oc3ccccc3c21)NCC1COc2ccccc2O1 (stereo not given)	105	103	8	20	.	-4	107	101	102	101	-2.0
COc1ccc(CSc2nc(C)cc(=O)[nH]2)cc1	98	98	7	32	-7	28	100	98	100	99	-0.2
COc1ccc(NC(=O)C(c2ccc(OC)cc2)N(C)C(=O)CC2NC(=O)NC2=O)cc1 (stereo not given)	100	101	14	23	.	11	103	101	100	104	0.6
CCCCCc1nnc(NC(=O)C2CCCO2)s1 (stereo not given)	95	98	10	43	.	3	93	96	94	95	0.9
Nc1c(-c2ccccc2)cnn1C1CCS(=O)(=O)C1 (stereo not given)	103	106	9	14	.	-1	108	100	99	103	0.2
Cc1cc(Br)c(S(=O)(=O)n2nnc3ccccc32)cc1C	101	100	14	19	.	4	103	98	104	101	0.2
COc1cc(C(=O)OCC(=O)Nc2cc(C)on2)c([N+](=O)[O-])cc1OC	103	98	5	23	-1	9	104	97	109	102	0.6
Cc1nc2ccc3nc(NC(=O)c4ccc(S(=O)(=O)N5CCOCC5)cc4)sc3c2s1	97	94	14	29	.	32	96	95	97	97	-0.3
O=C(CCC1CCCN(C(=O)C2(c3ccccc3)CC2)C1)N1CCN(c2ccccn2)CC1 (stereo not given)	100	100	13	11	-12	7	103	99	102	101	2.1
O=C(c1cccc(F)c1)N1CCN(C(=O)c2cc(-c3ccc(Cl)cc3Cl)on2)CC1	99	99	7	13	.	28	99	97	98	99	1.0
COc1cc(C)c(Br)cc1S(=O)(=O)N1CCCC1	96	95	9	34	22	-10	97	95	99	94	-1.2
COc1ccc(S(=O)(=O)N2CCC(NC(=O)Nc3ccc(C)cc3)CC2)cc1	97	99	12	36	9	73	100	98	98	97	1.7
COc1cnc(SCc2ccc(Cl)cc2)nc1Cl	99	98	32	15	-9	5	102	97	100	97	0.8
CN(C)c1cc(-c2ccccc2)nc(N)n1	98	99	8	24	.	3	104	99	97	99	0.4
COc1cccc(N2CCN(C(=O)CCn3c(=S)[nH]c4cc5c(cc4c3=O)OCO5)CC2)c1	99	99	8	11	.	7	104	99	104	99	0.9
COc1ccc(C2/C(=C(\O)c3cccc(OC)c3)C(=O)C(=O)N2c2ccccn2)cc1 (stereo not given)	100	99	22	54	17	1	102	96	101	99	0.3
Cc1ccn2c(-c3n[nH]c(=S)n3Cc3ccccc3)c(C)nc2c1	102	101	5	11	18	-7	101	101	101	103	.
O=C(N/C(=C\c1ccc(-c2ccccc2)o1)C(=O)N1CCOCC1)c1ccccc1	95	93	14	10	-12	2	93	94	100	92	0.7
O=C(Cn1nnc(-c2cccc(C(F)(F)F)c2)n1)NC(=O)NCc1ccco1	101	103	24	12	.	-1	103	99	100	98	-0.1
O=C(NCCSc1c[nH]c2ccccc12)c1ccc2c(c1)OCO2	99	96	11	11	.	1	100	95	104	99	0.1
